DNMT1 block: human DNMT1 methyltransferase inhibitors, primary screen, biochemical, molecular beacon, fluorescence, HinP1I cleavage, uHTS. DNA (cytosine-5)-methyltransferase 1 (Homo sapiens), P26358. inhibition (reported as % activation of signal), % at 10 µM. 360,000 compounds, 0.83% hits. AID 588458, 2011; in the data active = inhibition above about 50%
MsrA inhibitor: bovine MsrA enzyme inhibitors, primary screen, biochemical, absorbance, HTS; purified bovine MsrA, absorbance read-out; AID 651718, 2012; 360,000 compounds, 0.75% hits; inhibition, % at 15.5 µM; in the data active = inhibition above about 4.5%;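 note: 0% = vehicle wells with enzyme and 100% = reference inhibitor wells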
CSN inh: inhibitors of CSN-mediated cullin deneddylation, primary screen, biochemical, fluorescence polarization, uHTS. COP9 signalosome complex subunit 5 (Homo sapiens), Q92905. Purified CSN, SCF-Nedd8-OG deneddylation. inhibition, % at 12.5 µM. 360,000 compounds, 0.38% hits. AID 651999, 2013;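 active = pattern-corrected inhibition above about 35%, with an unprinted fluorescence ratio check between 0.5 and 1.5, limit read from the data, passing the limit was not always enough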;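 note: 0% = enzyme with substrate and 100% = substrate without enzyme; some results filed as inactive read as strong as hits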
Target sequence (Q92905 whole entry, looked up, one chain of several): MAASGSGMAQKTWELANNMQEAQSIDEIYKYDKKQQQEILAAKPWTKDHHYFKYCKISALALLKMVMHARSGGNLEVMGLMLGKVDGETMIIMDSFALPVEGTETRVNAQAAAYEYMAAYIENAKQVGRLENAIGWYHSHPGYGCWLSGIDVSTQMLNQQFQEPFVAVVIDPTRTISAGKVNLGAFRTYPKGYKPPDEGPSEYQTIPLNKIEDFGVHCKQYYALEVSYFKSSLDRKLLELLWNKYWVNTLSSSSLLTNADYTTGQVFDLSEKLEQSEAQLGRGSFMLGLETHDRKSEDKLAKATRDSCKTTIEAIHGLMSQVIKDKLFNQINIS
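Assay system: Purified human Csn5 enzyme expressed in HEK293T cells | Amount: Enzyme 0.24 nM | Measured by: Fluorescence polarization readout | Medium: Tris/NaCl/DTT buffer, pH 7.5 | Compound dosing: One concentration, 12.5 µM, 0.25% DMSO | Times: 90 min incubation of compound, enzyme and substrate at room temperature | Control set: no-enzyme wells high, enzyme-with-substrate wells low | Read-out: % inhibition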
SUMO1-SIM PPI: modulators of SUMO1 protein-protein interactions, primary screen, biochemical, uHTS. SUMO1 binding to a labelled peptide, TR-FRET, 1 h. 360,000 compounds, 0.33% hits. inhibition, % at 20 µM. Small ubiquitin-related modifier 1 (Homo sapiens), P63165. AID 602429, 2012; in the data active = inhibition above about 37%
Target sequence (P63165 whole entry, looked up): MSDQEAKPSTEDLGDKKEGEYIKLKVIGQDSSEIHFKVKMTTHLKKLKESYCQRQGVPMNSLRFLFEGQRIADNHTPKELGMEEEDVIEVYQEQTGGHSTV
Scp1 inh: Scp-1 phosphatase inhibitors, primary screen, biochemical, colorimetric, uHTS; Carboxy-terminal domain RNA polymerase II polypeptide A small phosphatase 1 (Homo …; Recombinant Scp1, phosphopeptide, malachite green phosphate absorbance; inhibition, % at 20 µM; 340,000 compounds, 0.88% hits;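 active = inhibition above about 50% at 20 µM, limit read from the data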;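 note: plate controls were DMSO wells with enzyme for no effect and wells lacking enzyme for full effect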
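System: SCP-1 catalytic domain; Reagent: Phospho 17-mer peptide substrate; Doses: one concentration, 20 µM, with 1.0% DMSO; Incubation: 45 min room-temperature reaction, 5 min colour, 30 min stabiliser; Signal: Phosphate-binding colour reagent, absorbance read at 630 nm.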
STEP inh: STEP phosphatase inhibitors, primary screen, biochemical, fluorescence intensity, uHTS; Tyrosine-protein phosphatase non-receptor type 5 (Homo sapiens), P54829; recombinant STEP, OMFP fluorogenic substrate; inhibition, % at 20 µM; 360,000 compounds, 0.25% hits;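 active = inhibition at 20 µM, scaled per plate between control wells, above about 37%, limit read from the data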;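 note: 0% = DMSO with enzyme and substrate and 100% = substrate only without enzyme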
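Measure: Control-normalized % inhibition with plate pattern correction | Test system: STEP phosphatase, cell-free reaction | Medium: pH 6.0 Bis-Tris with DTT and Tween 20 | Technique: Fluorescence, 480/540 nm | Times: Reaction 20 min, ambient temperature | Doses: Single compound dose of 20 µM, 1% DMSO final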
Rpn11 inh: Rpn11 (PSMD14) deubiquitinase inhibitors, primary screen, biochemical, fluorescence polarization, uHTS; 26S proteasome non-ATPase regulatory subunit 14 (Homo sapiens), O00487; human 26S proteasome, Ub4-pepOG fluorescence polarization; 20S core pre-blocked with epoxomicin; calls only at 20 µM; 360,000 compounds, 0.59% hits; AID 588493, 2011;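 active = inhibition at 20 µM, scaled to each plate's controls, above about 33%, limit read from the data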
Target sequence (O00487 whole entry, looked up): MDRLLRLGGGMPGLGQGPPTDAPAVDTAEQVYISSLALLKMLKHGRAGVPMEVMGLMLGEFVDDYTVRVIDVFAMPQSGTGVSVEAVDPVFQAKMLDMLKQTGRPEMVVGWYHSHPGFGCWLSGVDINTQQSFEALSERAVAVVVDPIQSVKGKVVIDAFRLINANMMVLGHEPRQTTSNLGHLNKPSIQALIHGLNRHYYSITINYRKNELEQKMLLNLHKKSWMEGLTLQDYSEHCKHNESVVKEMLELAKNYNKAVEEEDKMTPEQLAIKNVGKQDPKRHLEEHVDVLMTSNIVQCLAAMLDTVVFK
TbMetRS inhib: T. brucei MetRS inhibitors, primary screen, biochemical, luminescence; methionyl-tRNA synthetase (Trypanosoma brucei brucei); purified T. brucei MetRS, ATP depletion, Kinase-Glo luminescence; inhibition, % at 11.9 µM; 360,000 compounds, 0.4% hits; AID 624268, 2012;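 active = inhibition above a per-plate cutoff of the control wells' mean inhibition plus 3 SD, cut at about 5.5% in these data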;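 note: 0% = DMSO wells median and 100% = median of wells with control inhibitor compound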
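Test system – parasite MetRS enzyme · Reagent – substrates ATP, L-methionine and bulk Escherichia coli tRNA · Doses – 11.9 µM compound single dose, 0.9% DMSO · Times – 15 min enzyme-compound preincubation, 2 h reaction, 10 min detection, 25 °C · Signal – Kinase-Glo luminescence, ATP depletion format · Controls – DMSO-only wells as low control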
LMPTP inh: LMPTP phosphatase inhibitors, primary screen, biochemical, fluorescence intensity, uHTS. inhibition, % at 20 µM. 360,000 compounds, 0.22% hits. Low molecular weight phosphotyrosine protein phosphatase (Homo sapiens), P24666. recombinant LMPTP-A, OMFP fluorogenic substrate;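 active = compounds that cut the enzyme signal by at least half of the control window in the single-dose screen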;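 note: plate controls were DMSO wells with enzyme plus substrate for no effect and substrate without enzyme for full effect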
Target sequence (P24666 whole entry, looked up): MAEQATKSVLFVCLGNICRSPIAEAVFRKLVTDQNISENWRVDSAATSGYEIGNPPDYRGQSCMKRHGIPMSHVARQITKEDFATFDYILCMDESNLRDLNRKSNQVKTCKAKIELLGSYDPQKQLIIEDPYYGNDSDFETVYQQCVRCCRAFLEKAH
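Material: LMPTP-A; amount: 0.625 nM enzyme; doses: single 20 µM dose; times: reaction 50 min, room temperature, dark; technique: fluorescence intensity of OMFP turnover product; benchmarks: no-enzyme and uninhibited controls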
NadD block: inhibitors of S. aureus NadD, primary screen, biochemical, colorimetric, uHTS | Nicotinate-nucleotide adenylyltransferase NadD (Staphylococcus aureus N315) | purified NadD enzyme, colorimetric absorbance read-out | inhibition, % at 20 µM | 360,000 compounds, 0.78% hits | AID 602399, 2012; in the data active = inhibition above about 26%; note: some compounds past the cut are filed as inactive
* marks the source's active call; other numbers are inactive results; i = inactive; x = not tested or not shown.

SMILES	DNMT1 block	MsrA inhibitor	CSN inh	SUMO1-SIM PPI	Scp1 inh	STEP inh	Rpn11 inh	TbMetRS inhib	LMPTP inh	NadD block
COC(=O)Cn1c(=NC(=O)CSCC(=O)Nc2cc(C)on2)sc2ccccc21	-2	1.6	-3	0	-17	0	i	-0.4	-1.7	-5
COc1ccc(C(C)=O)cc1CON=C1CSCc2ccccc21	-10	0.1	6	-24	x	0	i	-0.2	2.9	-7
CCN(CC)S(=O)(=O)c1ccc(C)c(NC(=O)CSc2nc3ccc(C)cc3[nH]2)c1	-6	-0.5	-14	5	-1	1	x	0.7	0.8	2
NC(=O)c1cc2ccccc2o/c1=N\NC(=O)c1ccccc1O	2	0.7	4	-3	103*	99*	i	0.3	75*	7
CCC(=O)Nc1ccc2c(c1)OC[C@@H](C)N(C(=O)c1ccccn1)C[C@@H](C)[C@@H](OC)CN(C)C2=O	x	-0.9	-2	7	x	x	x	-0.3	-0.7	x
COc1cccc(NC(=O)Nc2ccc3c(c2)nnn3C)c1	-3	1.0	-3	1	-1	-3	i	-1.2	-0.7	-3
CC(=O)N1CCc2cc(S(=O)(=O)CCC(=O)N3CCc4ccccc4C3)ccc21	-3	0.2	-1	-1	1	-2	i	-0.7	-1.3	-2
O=C(Nc1nnc(Cc2ccc(Cl)cc2)s1)C1CCCO1 (stereo not drawn)	-3	1.8	5	5	-1	1	i	-0.4	-0.9	-9
CCCCNC(=O)CCC(=O)Nc1ccc2nc(N3CCN(C)CC3)cc(C)c2c1	-1	0.1	3	-1	-3	-3	i	-0.5	0.0	-9
COc1cc(O)c(C(CCN2CCCC2)c2ccc3c(c2)OCO3)c(OC)c1 (stereo not drawn)	-11	-0.7	-8	0	-2	0	i	0.1	2.8	0
c1ccc(CCSc2ncnc3nc[nH]c23)cc1	11	-0.4	1	6	-4	-5	i	-0.6	-0.3	-5
O=C(COC(=O)c1cc(F)cc(F)c1)NCCCc1ccccc1	2	-0.2	-1	-1	-7	2	i	-0.9	-0.5	-9
N/C(=N\OC(=O)c1ccco1)c1ccccc1	1	0.7	4	0	-5	0	i	-0.4	0.4	1
Cc1ccc(/C=C/C(=O)OC(C)C(=O)NC2CCCCC2C)o1 (stereo not drawn)	17	0.9	1	-5	21	0	i	-0.3	0.9	-5
CN(C)S(=O)(=O)c1cccc(NC(=O)c2ccc3nccnc3c2)c1	-7	-0.8	3	-28	-6	-1	i	-0.1	-0.4	0
COCCCN1C(=O)C(O)=C(C(C)=O)C1c1ccccn1 (stereo not drawn)	-2	1.6	2	-2	25	1	i	-0.3	-0.4	5
CCCCC[C@@H](C)N1C[C@H](COCc2ccccc2)Oc2cc(N3CCC[C@H]3COC)ccc2S1(=O)=O	x	0.9	5	3	x	x	x	-2.4	2.9	-1
O=C(Nc1ccon1)c1ccc(N2CCCCC2)c([N+](=O)[O-])c1	-1	-0.4	-7	-13	-8	0	i	0.4	0.0	0
O=C(NCCC1=CCCCC1)C(=O)NCC(c1ccco1)N1CCN(c2ccccc2)CC1 (stereo not drawn)	9	0.1	-1	4	-7	0	i	-0.3	0.5	3
COc1cc2c(cc1O)C(Cc1ccc(O)cc1)[N+](C)([O-])CC2 (stereo not drawn)	-3	0.4	1	0	-3	-2	i	-0.3	-0.5	-2
CCOC(=O)c1sc(NC(=O)c2cc3n(n2)C(C(F)(F)F)CC(c2ccccc2)N3)c(C(=O)OCC)c1C (stereo not drawn)	11	1.3	-2	10	10	-4	i	-0.3	-0.7	-3
CCn1c(=O)n(CC)c2cc(N3CCCC3)c(NC(=O)c3ccccc3OC)cc21	-3	0.0	1	-7	-4	0	i	-0.1	1.1	3
CN(C(=O)c1cccc(NC(=O)Cc2cccc(NC(=O)C3CCN(C(=O)c4ccccc4)CC3)c2)c1)C1CC1	4	-1.1	-2	3	-17	-2	i	0.0	-1.7	4
Cc1ccc(C)c(SCC(=O)OCC(=O)c2ccco2)c1	81*	1.0	18	3	60*	2	i	0.5	2.9	1
CC1CCCCN1S(=O)(=O)c1ccc(S(=O)(=O)N(Cc2ccccc2)Cc2ccco2)cc1 (stereo not drawn)	0	2.1	0	3	-15	6	i	-0.2	2.2	6
CC=CC1OCC(CC)C(CCC)O1 (stereo not drawn)	-9	0.4	1	3	3	0	i	-0.5	-0.4	1
COc1cccc(CN(C)CC(=O)NCc2ccc(C)cc2)c1	-4	0.8	-2	1	4	0	i	-1.2	-2.6	-3
CC(C)(C)NC(=O)NC(=O)COC(=O)c1cccc(F)c1	-3	0.2	-2	3	-4	-1	i	-0.1	0.0	4
O=C(CCCc1ccccc1)N1CCN(C2CCCCC2)CC1	1	0.4	2	6	6	-6	i	-1.2	-2.4	-4
CC(CC(=O)Nc1nc2ccccc2[nH]1)c1ccccc1 (stereo not drawn)	2	0.6	-2	1	4	1	i	0.9	0.3	-1
CCCc1ccc(-c2ccc(/C=C/C(=O)O)cc2)nc1	3	0.7	-3	-16	-6	8	i	0.1	-0.6	-3
O=C(Nc1cccc(C(=O)O)c1)/C(=C/c1ccc([N+](=O)[O-])cc1)NC(=O)c1ccccc1	1	2.1	0	-23	-8	-2	i	-0.3	-1.2	0
CC(=O)N(\C=C/C=C/C=C1\Sc2ccccc2C1=O)c1ccccc1	-4	0.4	1	5	-3	1	i	-0.6	13	19
CCn1c(SCC(=O)NCc2ccc3c(c2)OCO3)nnc1-c1c[nH]c2ccccc12	-2	-0.4	-7	1	-2	-3	i	1.1	-1.7	3
O=C(CSc1nnnn1C1CCCCC1)N1CCN(C(=O)c2ccco2)CC1	-4	1.2	0	2	-6	-2	i	0.1	-0.2	-9
O=C(CSc1nnc(-c2ccco2)n1-c1ccccc1)NCC1CCCO1 (stereo not drawn)	2	-1.3	-4	-2	1	-1	i	0.2	-0.5	8
COc1ccc(Cl)cc1N=Cc1c(O)c2ccccc2oc1=O	1	-1.0	-2	-9	7	1	i	0.0	-1.0	-5
O=C(NCc1ccc2c(c1)OCO2)c1c(-c2ccsc2)sc2ccccc12	-3	2.9	2	-4	-21	2	i	-0.2	5.1	-9
Cc1c(NS(=O)(=O)c2cc(C(=O)NCc3cccc(Cl)c3)ccc2Cl)c(=O)n(-c2ccccc2)n1C	-6	0.0	-6	0	-10	4	i	11*	0.4	9
CN1C(=O)c2c(C(=O)Nc3ccc(Oc4ccncc4)cc3)[nH]c(-c3ccccc3)c2C1=O	-3	-0.1	-1	25	x	0	i	-1.1	6.7	4

Filtered by structure, those above containing a COOH group (2)
SMILES	DNMT1 block	MsrA inhibitor	CSN inh	SUMO1-SIM PPI	Scp1 inh	STEP inh	Rpn11 inh	TbMetRS inhib	LMPTP inh	NadD block
CCCc1ccc(-c2ccc(/C=C/C(=O)O)cc2)nc1	3	0.7	-3	-16	-6	8	i	0.1	-0.6	-3
O=C(Nc1cccc(C(=O)O)c1)/C(=C/c1ccc([N+](=O)[O-])cc1)NC(=O)c1ccccc1	1	2.1	0	-23	-8	-2	i	-0.3	-1.2	0

2 entries drawn at random from the list so far:
SMILES	DNMT1 block	MsrA inhibitor	CSN inh	SUMO1-SIM PPI	Scp1 inh	STEP inh	Rpn11 inh	TbMetRS inhib	LMPTP inh	NadD block
N/C(=N\OC(=O)c1ccco1)c1ccccc1	1	0.7	4	0	-5	0	i	-0.4	0.4	1
Cc1c(NS(=O)(=O)c2cc(C(=O)NCc3cccc(Cl)c3)ccc2Cl)c(=O)n(-c2ccccc2)n1C	-6	0.0	-6	0	-10	4	i	11*	0.4	9

Next results
SMILES	DNMT1 block	MsrA inhibitor	CSN inh	SUMO1-SIM PPI	Scp1 inh	STEP inh	Rpn11 inh	TbMetRS inhib	LMPTP inh	NadD block
COc1ccc(CNc2oc(C)nc2C#N)cc1	1	-1.0	-3	-6	-7	-1	i	-0.3	0.0	2
O=C1N[C@@H](Cc2ccccc2)COC(=O)[C@H](Cc2ccc(F)cc2)C/C=C\C[C@@H]1CC(=O)N(CCO)Cc1ccccc1	-4	-1.0	2	6	-4	0	i	-0.3	0.7	-8
CC(=O)N1CCN(c2ccccc2NC(=O)c2ccco2)CC1	1	0.2	0	2	-2	0	i	-0.1	-0.2	0
COc1ccc(N(CC(=O)NC2CCCC2)S(=O)(=O)c2ccc(NC(C)=O)cc2)cc1	-2	-0.2	0	1	-2	0	i	0.6	-1.1	10
Cn1c2ccccc2n2c(=O)cc(-c3ccccc3)c(C#N)c12	16	1.2	16	1	-5	3	i	-0.4	2.2	-5
COc1ccc(OC)c(NC(=O)CCOc2cccc(C)c2)c1	3	-0.4	1	8	2	-2	i	-1.5	-0.3	-7
CC1=C(C(=O)Nc2ccccc2)C(c2cccnc2)n2ncnc2N1 (stereo not drawn)	8	1.2	-1	0	-4	-3	i	-0.7	-1.5	3
CCCC1CC(C)(c2csc(Nc3ccc(OCC)cc3)n2)OC1=O (stereo not drawn)	3	-0.2	3	-1	-5	1	i	-1.4	2.3	-8
Cc1cccc(CN2CCN(C3CN(Cc4cn(Cc5cc(C)cc(C)c5)nn4)S(=O)(=O)C3)CC2)c1 (stereo not drawn)	x	-0.1	0	1	x	x	x	-1.1	0.3	-1
CC(C)(C)Nc1nc(Cl)nc(NCc2ccccc2)n1	7	-1.9	-3	4	1	0	i	0.1	0.7	-4
CC(C)Cc1csc(NC(=O)C(C)C)c1C(=O)O	-1	-0.4	-1	1	-11	-1	i	-0.3	-0.6	-6
CCOc1ccccc1C(=O)N1CCN=C1SCc1cccnc1	2	-0.2	2	2	-3	-1	i	-0.3	-0.1	-2
COC(=O)[C@]1(CC(C)C)N[C@H](c2ccc(-c3ccc(Cl)c(Cl)c3)cc2)[C@@H]2C(=O)N(C)C(=O)[C@@H]21	5	-0.1	8	5	-3	1	i	-0.3	6.7	6

Screening results deposited in PubChem by several laboratories.
